Screens: PubChem, several laboratories
Keap1-Nrf2 PPI – Keap1-Nrf2 protein-protein interaction inhibitors, primary screen, biochemical, fluorescence polarization, single point | Kelch-like ECH-associated protein 1 (Homo sapiens), Q14145 | Keap1 Kelch-Nrf2 peptide fluorescence polarization, 1536-well | inhibition, % at 9.4 µM | 340,000 tested, 0.15% active; in the data active = inhibition above about 12%;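 also: human Keap1 Kelch domain with fluorescein labeled Nrf2 9mer peptide probe; 0% = neutral control wells and 100% = peptide positive control; higher means more block of Keap1 binding to Nrf2 peptide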
Arrestin-AP2 inh – inhibitors of beta-arrestin/AP2 binding, primary screen, biochemical, GPCR trafficking, flow cytometry. inhibition, % at 10 µM. AID 504490, 2011. FITC-arrestin peptide / GST-AP2 beads; AP2 beta2 appendage carries R879A mutation. beta-arrestin 1 C-terminal peptide binding to AP2 beta2-adaptin appendage (human). 340,000 tested, 0.31% active;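 active = inhibition above a set limit, near 3 SD of compounds lacking own fluorescence, cut at about 54% in these data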;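 also: plate controls were DMSO wells for no effect and 5 µM unlabelled arrestin peptide for full effect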
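Assay system: GST-AP2 R879A bound to glutathione beads, E. coli-expressed; Medium: PBS with 0.05% Tween 20 and 0.1% BSA; Also added: fluorescein-tagged arrestin peptide at 50 nM final; Timing: 12 min plus 1 h, RT; Measured by: flow cytometry, FL1 (488/535 nm); Evaluation: percent drop in bead-associated FITC signal.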
Wnt bcat act – Wnt/beta-catenin pathway activators, primary screen, cell-based, plate reader, single point; Wnt/beta-catenin reporter cell assay, activator; activation, % at 9.35 µM; 300,000 tested, 1.2% active; in the data active = activation above about 30%, passing the limit was not always enough;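 also: 0% = neutral control wells and 100% = positive control wells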
OPRM1-OPRD1 ag – agonists of OPRM1-OPRD1 heterodimerization, primary screen, cell-based, luminescence; cells; Mu-type opioid receptor (Homo sapiens) + Delta-type opioid receptor (Homo sapiens), …; activation, % at 9.3 µM; 340,000 tested, 0.3% active; in the data active = activation above about 18%;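 also: 0% = vehicle-treated cells and 100% = reference agonist; values of inactives mirror those of a sister screen read the other way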
Cardiac RTF inh – cardiac RTF calcium sensitivity inhibitors, primary screen, biochemical, IANBD-TnC fluorescence, EC70 calcium; AID 493244, 2011; inhibition, % at 7.15 µM; IANBD-labeled cardiac RTF, Ca2+ fluorescence; Troponin I, cardiac muscle (Homo sapiens) + Troponin T, cardiac muscle (Homo sapiens) + …; 340,000 tested, 0.12% active;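 active = inhibition above the mean inhibition of all tested compounds plus 3 SD, cut at about 17% in these data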;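 also: assay run at fixed EC70 calcium of 1.6 mM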
RTF Ca sens act – cardiac RTF calcium sensitivity activators, primary screen, biochemical, IANBD-TnC fluorescence, EC20 calcium. Troponin I, cardiac muscle (Homo sapiens) + Troponin T, cardiac muscle (Homo sapiens) + …. AID 493008, 2010. IANBD-labeled TnC RTF fluorescence at EC20 calcium; 0% EC20 calcium, 100% full calcium. 340,000 tested, 0.24% active. activation, % at 7.2 µM;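 active = activation above the mean over all tested compounds plus 3 SD, cut at about 30% in these data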;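 also: rise in fluorescence read as greater calcium sensitivity of cardiac thin filaments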
V-ATPase pH – regulators of yeast V-ATPase proton pumping, primary screen, pHLuorin cytosolic pH fluorescence; S. cerevisiae; response, % at 10 µM; 350,000 tested, 0.37% active; AID 504577, 2011; in the data active = response mostly above about 7.3%, no sharp cut-off; inactive = mostly below about 5.4%; also: actives read high; inactives centre near 0; some compounds called inactive have numbers as strong as hits; reference of the scale not given here
DSG3 Ab inh – inhibitors of pemphigus antibody binding to DSG3, primary screen, biochemical, bead-based, flow cytometry, scFv-GFP; Desmoglein-3 (Homo sapiens), P32926; DSG3-coupled beads, scFv-anti-DSG3-GFP binding; active compounds read low; binding (percent of control), % at 10 µM; 310,000 tested, 0.48% active; AID 588358, 2011;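 active = binding more than 3 SD below its plate's average and above zero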;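 also: hits lower antibody fragment binding to DSG3; some compounds called inactive have numbers as strong as hits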
LANA DNA inh – inhibitors of KSHV C-LANA binding to DNA, primary screen, biochemical, fluorescence polarization, FAM-LBS DNA, MBP-C-LANA, single point; AID 504423, 2011; Kaposi's sarcoma herpesvirus LANA C-terminal domain (residues 932-1162) DNA binding; 340,000 tested, 0.078% active; inhibition, % at 9 µM;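 active = highest replicate inhibition at or above 60% at 9 µM, even if other replicates fall short; inactive = all replicates below 60% inhibition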;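 also: 0% = neutral control wells and 100% = 4 µM acridine orange control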
MOR-DOR inv ag – inverse agonists of MOR-DOR heterodimerization, primary screen, cell-based, luminescence. 340,000 tested, 0.21% active. cell-based MOR-DOR heterodimer luminescence, inverse agonism. Mu-type opioid receptor (Homo sapiens) + Delta-type opioid receptor (Homo sapiens), …. inhibition, % at 9.3 µM; in the data active = inhibition above about 22%, passing the limit was not always enough;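 also: 0% = cells with DMSO and 100% = wells without cells with DMSO; values of inactives mirror those of a sister screen read the other way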
* = called active by the depositor; / = no result given.

SMILES	Keap1-Nrf2 PPI	Arrestin-AP2 inh	Wnt bcat act	OPRM1-OPRD1 ag	Cardiac RTF inh	RTF Ca sens act	V-ATPase pH	DSG3 Ab inh	LANA DNA inh	MOR-DOR inv ag
CN1CCN(C(c2cccs2)c2nnnn2Cc2ccc(F)cc2)CC1 (centres undefined)	-5.3	0.0	-0.9	-3.4	-15.2	-1.8	-2.5	96.9	-0.3	16.5
Cc1cc(-c2ccccc2)[nH]c(=O)c1C#N	-8.4	4.7	-1.3	-1.3	-9.5	4.4	0.1	105.8	1.4	6.9
O=C(NC1CCN(C(=S)NCCc2ccccc2)CC1)C1CC1	-3.2	-12.8	-0.2	-1.2	-4.3	2.4	-1.0	96.2	-0.9	6.1
COc1ccccc1N1CCN(C(=O)c2ccc(-c3ccccc3)cc2)CC1	-1.0	-15.6	5.8	-2.0	0.2	10.0	4.5	104.2	-1.9	9.4
COc1ccc(S(=O)(=O)N2CCN(C)CC2)cc1C(=O)Nc1ccccc1	-0.9	42.8	-3.8	-3.3	3.5	3.9	-0.5	97.2	0.3	16.5
NC1=NC(=O)/C(=C/c2ccccc2OCC(=O)Nc2ccc(F)cc2)S1	-4.0	8.0	-4.2	-1.6	-1.4	0.0	-26.9	/	1.0	7.7
COc1ccc(CNCCc2ccc(Cl)cc2)cc1OCc1ccccc1	-6.7	9.6	/	15.1	-4.3	-1.8	1.4	/	0.2	-68.6
O=[N+]([O-])c1cccc(C(O)C23CN4CN(CN(C4)C2)C3)c1 (centres undefined)	7.9	-1.3	1.7	-1.1	-12.9	0.1	-11.3	98.6	-3.3	5.5
Cc1ccc(-c2cn(CCN)c(-c3ccc(Cl)nc3)n2)cc1	-10.4	19.2	-3.2	-0.5	0.8	0.0	3.5	100.7	1.5	2.9
CC(=O)N1CCOc2ccc(S(=O)(=O)Nc3cccc(C)n3)cc21	2.4	26.3	-1.9	0.4	-8.7	2.3	1.6	101.2	-1.0	-2.0
Cn1c(CC(=O)Nc2ccccc2F)nnc1SCC(=O)Nc1ccccc1Br	-0.1	-3.4	1.8	-3.1	-13.6	-3.6	1.3	102.1	0.5	16.4
CCCc1nnc(NC(=O)CCN2C(=O)c3ccccc3C2=O)s1	5.2	-10.3	-0.1	-1.7	-0.9	1.4	5.0	93.2	-0.6	9.3
CC12CCC3C(=CCc4cc(O)ccc43)C1CC(=NO)C2O (centres undefined)	-1.3	-18.9	-5.3	-1.1	-2.0	-4.3	5.1	90.8	2.6	5.8
CCCc1nc2c(=O)[nH]c3ccccc3c2o1	-0.5	5.9	0.2	-5.5	-6.0	1.3	-2.5	69.1	-0.4	29.7
O=C(NC(=S)Nc1cccc(C(F)(F)F)c1)c1ccc2nonc2c1	/	8.2	2.7	/	/	/	1.8	96.5	/	/
O=C(Cc1cccc(Cl)c1)Nc1ccc(Br)cc1	-1.2	1.5	0.2	6.1	4.7	-3.0	0.8	100.1	-0.7	-32.2
Cc1ccccc1NC(=O)COC(=O)c1ccc2c(c1)C(=O)N(CCCN1CCOCC1)C2=O	-3.3	-11.7	-1.5	-2.0	-16.1	-7.2	3.9	99.2	-0.9	10.7
COc1ccc(NC(=O)CN2C(=O)c3cccc4cccc2c34)cc1OC	-0.2	27.6	-13.0	-1.3	-5.9	-4.1	-2.1	96.7	0.7	8.2
COCCNC(=O)C(c1ccc(OC)cc1)N(Cc1ccco1)C(=O)CCC(=O)Nc1ccccn1 (centres undefined)	-1.6	-4.2	0.7	-0.9	-8.7	1.8	1.2	/	-1.3	7.1
Cc1nnnn1/C(=C\c1ccccc1)C(=O)OCC(=O)N1CC2(C)CC1CC(C)(C)C2 (centres undefined)	-2.7	0.4	4.8	-0.6	-1.1	-0.5	0.1	83.2	0.0	3.2
CN(CC(=O)Nc1ccc(Cl)cc1)Cc1cc(=O)n2ccsc2n1	-2.8	-3.6	10.8	-2.6	1.8	4.2	0.9	93.5	-1.4	12.2
CCN(CC)S(=O)(=O)c1cccc(-c2nnc(SCc3nnc(-c4ccccc4)o3)n2C)c1	-5.0	-3.3	/	-3.2	-3.3	-1.5	6.2	92.7	-2.1	15.8
COc1ccc(C/C(C)=N/NC(=O)c2ccncc2)cc1	-8.9	-3.4	0.2	-2.1	-0.1	2.5	-0.3	85.0	-0.1	10.3
CCNC(=S)N1CCNC(=O)C1CC(=O)OC (centres undefined)	-2.7	31.6	-7.8	-2.3	-3.5	13.8	4.5	100.0	0.4	11.4
CCCCOc1ccc(OCCCC)c2c1NC1(N2)C(=O)N(C(C)=O)c2ccccc21	0.2	19.1	/	-2.0	-10.5	-6.2	6.3	89.6	2.2	10.6

Look-ups from the entries so far:
Reading for CN1CCN(C(c2cccs2)c2nnnn2Cc2ccc(F)cc2)CC1 (centres undefined) under RTF Ca sens act: -1.8
Reading for NC1=NC(=O)/C(=C/c2ccccc2OCC(=O)Nc2ccc(F)cc2)S1 under V-ATPase pH: -26.9

Following part:
SMILES	Keap1-Nrf2 PPI	Arrestin-AP2 inh	Wnt bcat act	OPRM1-OPRD1 ag	Cardiac RTF inh	RTF Ca sens act	V-ATPase pH	DSG3 Ab inh	LANA DNA inh	MOR-DOR inv ag
CCOC(=O)CSc1nc2c(c(=O)[nH]c(=O)n2C)n1Cc1ccccc1	0.8	-0.8	-0.9	-4.1	4.7	-1.2	0.9	115.2	-1.3	20.0
Cc1ccc(N(CC(=O)NCc2ccc(F)cc2)S(=O)(=O)c2cccs2)cc1	4.9	-1.2	-1.6	-2.8	-15.8	5.7	-1.4	100.2	1.0	15.7
CN1CC2(C)OC(=O)C(Cl)=C2CC1c1ccccc1 (centres undefined)	-4.5	2.1	-2.8	-1.1	3.7	-1.0	-0.8	/	1.5	5.5
C/C(=N\NC(=O)c1cc(-c2cccnc2)nc2ccccc12)c1ccc(O)cc1O	-0.1	29.4	/	-4.3	-25.4	-9.2	-5.6	130.4	1.0	23.2
COc1cccc(C(=O)Nc2cc3c(cc2N2CCCC2)n(C)c(=O)n3C)c1	-2.7	11.8	-0.6	-1.8	-5.6	0.0	-1.3	92.2	-2.2	9.1
O=C1/C(=C/c2ccccn2)SC(=S)N1N1CCOCC1	2.4	24.0	28.8	0.4	-9.1	5.1	1.7	106.6	-1.0	-1.8
CN1CCN(S(=O)C23CC4CC(CC(C4)C2)C3)CC1 (centres undefined)	-5.2	1.3	/	-2.3	0.4	1.8	1.8	105.7	0.0	12.0
COc1ccc(OC)c2sc(N(CCN(C)C)C(=O)/C=C/c3cccs3)nc12	-4.4	-4.5	-1.9	5.9	-10.3	-0.6	-3.7	109.4	0.3	-29.5
COc1cc(CN2CCN(Cc3ccco3)CC2)cc(OC)c1	3.5	32.7	0.5	-1.0	0.0	-1.8	-0.4	98.0	0.6	5.6
CC(=O)c1cnc(Nc2nc(C)c3cc(C)c(C)cc3n2)nc1C	0.6	14.8	-0.7	-2.4	-11.7	-0.2	5.7	105.8	2.6	12.6
Cc1cc(C)c2c(CN3CCC(C)CC3)cc(=O)oc2c1	-3.7	3.2	19.2	2.8	-3.3	-1.1	-1.9	91.0	1.1	-15.4
c1ccc(Sc2ncccn2)nc1	-4.2	0.8	-1.9	-1.1	0.3	10.8	1.3	112.2	8.8	5.7
CC1CCCC(NC(=O)COC(=O)c2cccc(NS(=O)(=O)/C=C/c3ccccc3)c2)C1C (centres undefined)	0.9	-18.3	-1.2	0.4	-3.6	4.1	2.9	104.2	-1.0	-2.4
O=C(NCCc1ccccc1)c1n[nH]c(=O)c2ccccc12	-3.4	-1.6	2.9	-3.7	3.8	-4.0	7.5	107.4	-0.6	19.1
CCOC(=O)Cn1c(C(F)(F)F)nc2nc(Cl)c(Cl)nc21	-0.3	14.4	-4.0	-0.6	0.4	0.5	1.6	91.2	/	2.5
CCn1c(=O)c(C(=O)CN(C)CC(=O)Nc2cccc(F)c2)c(N)n(Cc2ccccc2)c1=O	3.5	-7.2	3.2	1.8	-2.5	-0.4	2.3	/	-0.2	-6.5
CCc1ccc(Nc2nc(C)cc(C)c2C(N)=O)cc1	1.5	-1.5	-0.6	-2.0	1.2	0.9	-0.9	108.4	-1.2	9.7
Cc1ccccc1CSc1nnc(-c2cnccn2)n1C	/	9.3	2.6	/	/	/	2.4	108.4	/	/
CCOC(=O)c1cccc(NC(=O)N[C@@H](C)C(=O)OC)c1	3.7	1.3	/	3.5	-40.3	3.3	1.1	104.1	-0.4	-19.4
O=C(N/N=C/c1cccc2nccnc12)c1ccccc1O	-3.8	40.3	-2.4	-2.2	-13.2	-2.3	-4.9	101.1	0.5	11.3
O=C(COc1ccc2c3c(c(=O)oc2c1)CCC3)c1ccc2c(c1)OCO2	-2.1	11.6	-0.2	-3.2	0.7	0.5	0.6	98.5	-1.9	17.9
O=C(c1cnn(-c2ccc(Cl)cc2)c1)c1ccccc1O	-3.7	5.2	6.6	-1.5	-4.1	-3.7	0.1	100.5	0.5	7.9
COc1ccccc1N1CCN(C(=O)c2c(C)cc(=O)oc2C)CC1	-2.6	-0.9	-0.1	-2.5	-11.6	1.1	1.4	109.5	1.7	14.0
Cc1cccc(N2C(=O)CC(N3CCN(Cc4ccc(Cl)cc4)CC3)C2=O)c1 (centres undefined)	1.0	-0.2	/	-1.2	0.7	-0.5	10.2	96.3	-0.6	6.8
COc1cccc(OC)c1OCCOCCN1CCN(C)CC1	-6.5	-5.0	-1.4	-0.1	0.6	-2.6	0.8	96.7	1.0	0.3
O=C(NCc1ccco1)C1CCCN1S(=O)(=O)c1ccc2ccccc2c1 (centres undefined)	1.2	13.3	-0.1	1.7	1.7	0.6	2.4	99.0	1.1	-9.6
CCOC(=O)C1CCN(Cc2c(C(=O)N3CCOCC3)nc3c(C)cccn23)CC1	0.7	44.6	0.2	-0.5	-8.7	1.3	-0.8	99.2	-1.6	2.3
Cc1ccccc1NC(=O)Cc1c(O)c2ccccc2[nH]c1=O	1.0	27.5	-1.3	-3.3	-5.2	7.7	-1.2	119.9	1.3	15.1
CN(C)c1ccc(NC(=S)NCC2CCCO2)cc1 (centres undefined)	-2.1	-4.9	-0.3	-1.6	-6.8	-1.8	-2.5	95.8	0.0	9.3
COc1ccc(CN2CCNC(=O)C2CC(=O)NCCc2nc(C)c(C)s2)cc1C (centres undefined)	-3.5	-14.4	0.9	-3.0	-3.0	-1.5	-0.3	94.8	0.4	15.8
